B2AR arrestin: agonists driving beta-arrestin recruitment to human beta2-adrenergic receptor; 330,000 compounds, 0.02% hits; Potency, µM (highest dose often 46.1 µM), inactives show at the highest dose activation, usual class: activators; beta-arrestin recruitment to beta2AR, cell-based reporter;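 further: potency means the concentration at half of the fitted maximal effect; 0% = DMSO controls and full agonism = EC100 isoproterenol or metaproterenol; nearly all actives have a fitted effect of over 65% in size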
Target sequence (P07550 whole entry, looked up): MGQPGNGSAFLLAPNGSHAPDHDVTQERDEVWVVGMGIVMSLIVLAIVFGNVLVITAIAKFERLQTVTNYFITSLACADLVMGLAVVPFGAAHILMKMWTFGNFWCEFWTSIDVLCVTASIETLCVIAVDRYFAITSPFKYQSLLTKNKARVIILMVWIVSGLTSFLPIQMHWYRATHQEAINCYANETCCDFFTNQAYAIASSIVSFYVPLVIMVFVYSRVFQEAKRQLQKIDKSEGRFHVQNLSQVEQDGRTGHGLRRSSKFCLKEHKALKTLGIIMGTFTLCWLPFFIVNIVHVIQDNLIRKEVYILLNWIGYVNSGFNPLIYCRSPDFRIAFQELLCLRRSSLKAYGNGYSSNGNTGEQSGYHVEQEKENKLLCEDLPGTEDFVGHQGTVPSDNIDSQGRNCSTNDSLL
Menin MLL FP TR: inhibitors of human menin-MLL interaction, mutant MLL peptide. Potency, µM (titrated, usually from 61.6 µM), for inactives: top-dose FP activity change, negative = inhibition, usual class: inhibitors. Menin + Texas Red MLL mutant peptide, fluorescence polarization. 270,000 compounds, 0.23% hits. O00255; active means well fitted inhibition curve with a large enough effect in the polarisation, with a control signal flat, not every such curve was filed as active; inconclusive means small, poorly fitted or top-dose-only effect, or effect the other way, or a change in a side signal; inactive means no such curve, though single readings can be large or run the other way; the % refers to the polarisation; further: potency means the concentration at half of the fitted maximal effect; % of control where 0% means no effect; many of its hits are not listed in these tables
Giardia killer: kills Giardia lamblia; Giardia lamblia trophozoite viability; activity change, % at 7.66 µM, hits read low; 340,000 compounds, 0.15% hits; AID 540267; in the data active means activity change below about -80%; inconclusive means between about -30% and that limit;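 further: parasites exposed to compound for two days anaerobically before the ATP read; on the % scale 0 is the no-effect control and ±100 the full control effect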
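Viability, read as ATP luminescence: trophozoites at 100 cells/well, compound added, 48 hrs anaerobic at 37 deg C, then 15-30 min room-temperature development before reading.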
GALK inhibitor: blocks human galactokinase activity. P51570. Purified GALK, Kinase-Glo residual ATP luminescence. Potency, µM (top dose mostly 57.5 µM), inactives show at the highest dose activity change, negative = inhibition, usual class: inhibitors. 270,000 compounds, 0.007% hits. AID 1868; further: potency means the concentration at half of the fitted maximal effect; on the % scale 0 is the no-effect control and ±100 the full control effect
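Luminescence from leftover ATP (Ultra-Glo luciferase/luciferin) served as read-out after a 1 h room-temperature reaction of 5 nM GALK with 35 uM ATP and 100 uM galactose.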
FBPA coupling cs: counter-screen for Giardia aldolase inhibitors: coupling enzyme system | activity change, negative = inhibition, % at 58.2 µM, hits read low | AID 2472 | coupling enzyme system counterscreen, AmpLite Red fluorescence | 290,000 compounds, 0.67% hits; in the data active means activity change below about -30%; further: on the % scale 0 is the no-effect control and ±100 the full control effect
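Final compound at 57.5 uM, incubated 10 min at RT with coupling enzyme reagent (glyceraldehyde-3-phosphate), then 20 min with substrate and AmpLite Red detection. Fluorescence read at 525/598 nm; tests interference with the coupling assay, not aldolase inhibition.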
Tb PFK block: blocks T. brucei phosphofructokinase. T. brucei PFK, ADP-Glo luminescence. Potency, µM (top dose mostly 57.5 µM), inactives show at the highest dose activity, negative = inhibition, usual class: inhibitors. 330,000 compounds, 0.17% hits. AID 485367;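 further: potency means the concentration at half of the fitted maximal effect; 0% = uninhibited 1x PFK enzyme wells and -100% = no-enzyme wells; nearly all actives have a fitted effect of over 60% in size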
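ADP-Glo luminescence quantified ADP after 45 min at room temperature, with 1.25 nM T. brucei PFK, 0.1 mM ATP and 0.5 mM fructose-6-phosphate in pH 8.0 TEA buffer. qHTS titrations up to 57 µM; curves classified by quality.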
Chronic BCR inh: inhibitors of chronic active B-cell receptor signaling; ABC-DLBCL IkBa-CBG/CBR reporter, luminescence ratio, 4 h; Potency, µM (highest dose often 46.1 µM), inactives show at the top dose ratio change, negative = lower green/red ratio, actives largely listed as inhibitors; 340,000 compounds, 0.05% hits; AID 493014; active means well fitted inhibition curve with a large enough effect in the signal ratio, with a control signal flat, not every such curve was filed as active; inconclusive means small, poorly fitted or top-dose-only effect, or effect the other way, or a change in a side signal; the % refers to the signal ratio;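 further: potency means the concentration at half of the fitted maximal effect; plate controls were basal doxycycline-induced cells for no effect and cells given 10 µM MG132 for full effect; MG132 reads +100%, hits lower the ratio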
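TMD8 ABC-DLBCL cells carrying doxycycline-inducible green luciferase fused to IkappaBalpha plus unfused red luciferase were exposed to compounds (up to 46 uM) for 4 hrs at 37C. Activity came from the overlap-corrected green/red luminescence ratio.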
Integrin act MD: integrin-mediated muscular dystrophy alleviation activation. alpha7betagal myoblasts, beta-gal FDG fluorescence, 48 h. Potency, µM (titrated, usually from 38.3 µM), inactives show at the highest dose activation, actives largely listed as activators. 350,000 compounds, 0.064% hits;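 further: potency means the concentration at half of the fitted maximal effect; 100% = response of the positive control SU9516; nearly all actives have a fitted effect of over 60% in size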
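Alpha7betagal+/- myoblasts (passage 13) were plated 16-24 hr, then exposed to compounds (1:260 dilution of DMSO stock) for 48 hours at 37C. After MPER lysis, β-galactosidase reporter activity was read as FDG fluorescence (ex 480/em 540) after 30 minutes.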
PTAP TSG101 blk: blocks PTAP/TSG101 interaction to inhibit HIV-1 budding; AID 493005; Fluorescence polarization, FITC-PTAP peptide / Tsg101 binding; Potency, µM (titrated, usually from 115 µM), for inactives: at the top dose activity change, negative = inhibition, actives largely listed as inhibitors; Q99816; 340,000 tested, under 10 active; active means well fitted inhibition curve with a large enough effect in the main read-out, with a control signal flat, not every such curve was filed as active; inconclusive means small, poorly fitted or top-dose-only effect, or effect the other way, or a change in a side signal; inactive means no such curve, though single readings can be large or run the other way; further: potency means the concentration at half of the fitted maximal effect; % of control where 0% means no effect
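Tsg101 binding domain (10 uM final) was mixed with compound and a FITC-labeled PTAP peptide (50 nM final) in HEPES pH 7.5 buffer with NaCl, Tween 20, EDTA and TCEP; fluorescence polarization was read after 20 min at r.t.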
PKM2 act: increases activity of human pyruvate kinase M2; P14618; purified PKM2, Kinase-Glo ATP luminescence, activation; response scale: 0% is enzyme alone, no compound; Potency, µM (top dose mostly 57.5 µM), without a hit: top-dose activation, hits mostly activators; 260,000 compounds, 0.34% hits; AID 1631; further: potency means the concentration at half of the fitted maximal effect; on the % scale 0 is the no-effect control and ±100 the full control effect; nearly all actives have a fitted effect of over 55% in size
Target sequence (P14618 whole entry, looked up): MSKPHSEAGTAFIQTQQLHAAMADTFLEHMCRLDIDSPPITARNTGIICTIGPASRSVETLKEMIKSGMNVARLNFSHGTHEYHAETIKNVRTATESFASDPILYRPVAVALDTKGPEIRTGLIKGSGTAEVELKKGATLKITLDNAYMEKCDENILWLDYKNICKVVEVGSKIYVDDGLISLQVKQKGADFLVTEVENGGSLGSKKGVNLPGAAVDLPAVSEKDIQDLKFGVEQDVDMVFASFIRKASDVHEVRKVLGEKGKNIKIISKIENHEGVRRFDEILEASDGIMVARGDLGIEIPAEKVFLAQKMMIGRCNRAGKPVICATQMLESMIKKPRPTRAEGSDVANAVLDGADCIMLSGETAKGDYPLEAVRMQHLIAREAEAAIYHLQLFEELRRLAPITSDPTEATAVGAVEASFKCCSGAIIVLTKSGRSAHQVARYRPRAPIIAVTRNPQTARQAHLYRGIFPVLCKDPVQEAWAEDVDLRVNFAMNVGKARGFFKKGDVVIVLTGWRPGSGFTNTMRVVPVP
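Purified hPK-M2 (>95%) run at intermediate activity with 0.1 mM ADP and 0.5 mM PEP in 50 mM imidazole pH 7.2, KCl, MgCl2; 1 h room temperature. ATP formed read by Kinase-Glo luminescence; normalized to uninhibited and no-enzyme controls.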
S-ASM inh: human S-ASM enzyme inhibition; P17405; placental ASM, HMU-PC fluorogenic substrate, 60 min; Potency, µM (doses to about 57.5 µM), for inactives: at the top dose activity change, negative = inhibition, actives largely listed as inhibitors; 340,000 compounds, 0.006% hits; AID 504937; further: potency means the concentration at half of the fitted maximal effect
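Fluorescence read-out (Ex 386 nm, Em 447 nm) after stopping the reaction at pH 10. Enzyme: ASM from human placenta; substrate HMU-PC0, 9 uM final; 60 min, 37 °C. Compound preincubation 10 min, ambient temperature.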
An asterisk follows results filed as active; ? = inconclusive; nt = not tested or not shown; [ ] = remark or other dose. Unless noted, the call rests on the fitted dose curve; in most records, active means well fitted curve in the direction sought with a large enough effect; inconclusive means small, poorly fitted or top-dose-only effect, or another doubt; inactive means no such curve, though single readings can be large; an effect the other way counts as inactive or inconclusive.

SMILES	B2AR arrestin	Menin MLL FP TR	Giardia killer	GALK inhibitor	FBPA coupling cs	Tb PFK block	Chronic BCR inh	Integrin act MD	PTAP TSG101 blk	PKM2 act	S-ASM inh
COc1ccc(C(NC(=O)CNC(C)=O)C(=O)Nc2ccc3c(c2)OCCO3)cc1 (centres undefined)	-0.2%	12%	13	0%	1	0%	4%	1%	-6%	-1%	3%
Cc1ccc(-c2ccc(/C=N/NC(=O)Cc3nnc(N)s3)o2)cc1Cl	0.0%	nt	10	-2%	-1	0%	12%	-25%	66%[activator]	1%	0%
Cc1c(CC(=O)O)c(=O)oc2c(C)c(OCc3ccc(F)cc3Cl)ccc12	0.0%	1%	6	4%	5	-4%	1%	0%	-9%	nt	1%
CCCCNC(=O)c1c(O)c2cccc3c2n(c1=O)CCC3	-0.3%	-11%	-18	2%	-1	-5%	17%	-26%	-3%	-7%	-9%
O=C(N[C@@H](Cc1ccccc1)C(=O)OCc1ccccc1)c1nc[nH]c1C(=O)N[C@@H](Cc1ccccc1)C(=O)OCc1ccccc1	-0.3%	6%	0	nt	-5	1%	12%	0%	nt	1%	-4%
COc1ccc(OCCn2c(N)nc3ccccc32)cc1	-0.1%	-12%	4	0%	1	-4%	1%	2%	0%	-2%	2%
c1ccc(OCc2nc3ccccc3s2)cc1	0.3%	2%	-9	0%	0	-7%	?	-32%[7.66 µM]	-4%	-16%	-2%
CC(=O)Nc1ccc(C(=O)OCC(=O)NC2CCCCCCC2)cc1	0.0%	-16%	-8	4%	-1	-1%	0%	0%	-1%	-1%	0%
Cc1cccc(NC(=S)N2CCCCC2c2cccnc2)c1C (centres undefined)	-0.5%	nt	2	-2%	6	-3%	5%	-6%	1%	-5%	2%
CN(C)c1ccc(C(=O)Nc2cc(C(F)(F)F)ccc2-n2cncn2)cc1	0.0%	-11%	-1	4%	1	3%	5%	16%	-3%	-5%	1%

Given with two lines to a compound: part of the list above.
Results follow in this order: B2AR arrestin	Menin MLL FP TR	Giardia killer	GALK inhibitor	FBPA coupling cs	Tb PFK block	Chronic BCR inh	Integrin act MD	PTAP TSG101 blk	PKM2 act	S-ASM inh
CCCCNC(=O)c1c(O)c2cccc3c2n(c1=O)CCC3
    -0.3%	-11%	-18	2%	-1	-5%	17%	-26%	-3%	-7%	-9%
O=C(N[C@@H](Cc1ccccc1)C(=O)OCc1ccccc1)c1nc[nH]c1C(=O)N[C@@H](Cc1ccccc1)C(=O)OCc1ccccc1
    -0.3%	6%	0	nt	-5	1%	12%	0%	nt	1%	-4%
COc1ccc(OCCn2c(N)nc3ccccc32)cc1
    -0.1%	-12%	4	0%	1	-4%	1%	2%	0%	-2%	2%

(listing goes on)
SMILES	B2AR arrestin	Menin MLL FP TR	Giardia killer	GALK inhibitor	FBPA coupling cs	Tb PFK block	Chronic BCR inh	Integrin act MD	PTAP TSG101 blk	PKM2 act	S-ASM inh
O=[N+]([O-])c1cccc(-c2nc3ccccc3s/c2=N/O)c1	-0.6%	?	-4	2%	0	-6%	5%	-12%	-6%	6%	-14%
COc1cccc(C(C(=O)NCC2CCCO2)N(CC2CCCO2)C(=O)CN2C(=O)c3ccccc3S2(=O)=O)c1 (centres undefined)	-0.4%	4%	-3	1%	-1	-1%	0%	45%	-4%	?	1%
O=C(Cn1cnc2c(nnn2-c2ccc(F)cc2)c1=O)N1CCCc2ccccc21	0.0%	0%	11	2%	-2	3%	0%	11%	-1%	-3%	-6%
O=C(NCC(c1cccnc1)N1CCOCC1)c1ccco1 (centres undefined)	nt	0%	1	-4%	-4	nt	nt	2%	-6%	-3%	2%
CCOC(=O)N1CCN(C(=O)CCc2ccc(S(=O)(=O)NC(C)(C)C)cc2)CC1	-0.4%	0%	-22	0%	-2	1%	5%	?	1%	5%	0%
O=C(CSc1nc2ccccc2s1)Nc1ccc(C(=O)O)cc1	-0.4%	nt	-18	-1%	18	0%	?	-21%	-5%	4%	-1%
CCCC(=O)Nc1cccc(NC(=O)CN2CCN(c3ccccc3OC)CC2)c1	-0.3%	-2%	15	8%	4	-4%	?	21%	-2%	-1%	-2%
CCOc1ccc(-c2csc(NC(=O)C3CCCO3)n2)cc1 (centres undefined)	-0.1%	-5%	12	0%	0	-3%	?	14%	-2%	-7%	-2%
NC(=O)c1ccc(C(F)(F)F)n(Cc2ccc(F)c(F)c2)c1=O	-0.2%	18%	1	0%	2	-3%	?	-3%	-1%	-5%	-2%
O=C(O)COn1c(-c2ccccc2)nc2ccc(Cl)cc21	0.1%	-11%	-2	5%	-7	1%	?	-16%	3%	-3%	4%
Cc1ccc(NS(=O)(=O)c2c(C(=O)N3CCCCCC3)c(C)n(C)c2C)c(C)c1	0.0%	nt	?	10%	nt	-2%	1%	?	3%	nt	0%
COc1ccc(C(=O)Nc2cc(C)on2)cc1	-0.2%	-3%	?	3%	0	-1%	0%	-2%	-2%	-8%	7%
Cc1ccc(NC(=O)COC(=O)C2CC3C=CC2C3)cc1S(=O)(=O)N1CCCCC1 (centres undefined)	-0.2%	7%	2	2%	0	7%	-16%	-6%	-2%	1%	-1%
Cc1nc2ccccc2c(C)c1C(=O)c1ccccc1	0.2%	6%	21	0%	0	0%	1%	7%	-1%	2%	0%
CCC(CO)NC1=CC(=O)CCC1 (centres undefined)	0.1%	8%	7	1%	-3	2%	-2%	4%	-4%	nt	14%
Cc1ccc2nc(SCC(=O)c3c(C)[nH]c4ccccc34)[nH]c2c1	7.0%	?	0	0%	-10	-1%	11%	14%	0%	-2%	?
COc1cccc(C(C(=O)NCC2CCCO2)N(C(=O)Cn2nnc3ccccc32)c2ccccc2C(C)=O)c1OC (centres undefined)	-0.2%	nt	10	4%	4	-6%	1%	8%	-8%	nt	4%
COc1ccc(CNC(=S)N2CCN(S(=O)(=O)c3cccc(F)c3)CC2)cc1	-0.4%	nt	-2	1%	1	-14%	-6%	-33%	2%	-3%	6%
Cc1cc(Cl)ccc1OCC(=O)Nc1nc(-c2cccnc2)cs1	-0.1%	nt	9	-2%	0	1%	-25%	0%	0%	6%	8%
COCCn1c(C)cc(/C=C2/NC(=O)N(c3cccc(Cl)c3)C2=O)c1C	-0.9%	?	4	-1%	-3	10%	8%	1%	1%	-13%	45%[activator]
Cc1nn2c(NCCCN3CCOCC3)c3c(nc2c1-c1ccccc1)CCC3	0.1%	-6%	-7	4%	0	1%	10%	-31%	-8%	23%	1%
Brc1ccccc1OCCOc1cccc2cccnc12	8.4%	4%	5	4%	1	-3%	?	-12%	0%	0%	0%
COc1ccc(OC)c(N2C(N)=C(C#N)C(c3ccc(OC)c(O)c3)C3=C2CC(C)(C)CC3=O)c1 (centres undefined)	-1.0%	nt	-2	2%	2	-3%	0%	-8%	-2%	-1%	-1%
Cc1cc(C)c(C)c(OCC(=O)N2CCOCC2)c1	-0.6%	3%	-1	-1%	2	0%	26%	3%	-2%	-16%	-1%
O=C(NCc1ccccc1)C(c1ccc(F)cc1)N(Cc1cccs1)C(=O)c1cnccn1 (centres undefined)	0.5%	9%	-6	-3%	-1	-1%	5%	-1%	2%	-5%	1%
CCOC(=O)N1CCN(C(=O)CCCn2c(=S)[nH]c3ccsc3c2=O)CC1	-0.2%	-1%	-7	4%	-1	0%	-21%	18%	1%	-7%	1%
CCN(CC)C(=O)CCSc1nnc(-c2ccncc2)o1	-1.4%	20%	14	4%	0	3%	?	25%	3%	8%	3%
Cn1c(=O)[nH]c(=O)c2c1nc(Br)n2Cc1ccccc1F	-0.2%	?	17	0%	4	-2%	-1%	17%	0%	13%	-2%
NC(=O)c1c(NC(NC(=O)c2ccco2)C(=O)c2ccc(Cl)cc2)sc2c1CCCC2 (centres undefined)	0.4%	?	9	4%	-2	-8%	-19%	-35%[inhibitor]	-4%	-2%	-20%
Cc1cc(C)cc(OCC(=O)N(Cc2ccco2)c2c(N)n(Cc3ccccc3)c(=O)[nH]c2=O)c1	0.1%	nt	-8	nt	nt	-7%	-5%	-14%	-4%	nt	3%

Some of the compounds tested, so the mix of outcomes need not match the whole.
